# HepG2 tox: kills HepG2 cells in TGF-b inhibitor counter-screen | HepG2 CAGA-GFP viability, ATP luminescence, 18 h | Potency, µM (top dose mostly 46.1 µM), for the others: at the top dose activity change, negative = cytotoxicity, hits mostly cytotoxic | 410,000 tested, 0.76% active | AID 588856; further: potency means the concentration at half of the fitted maximal effect; some results filed as inactive show a strong effect at the top dose
#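 CellTiter-Glo luminescence gave cytotoxicity after 18 hours at 37 degrees C. The cells were HepG2 CAGA-GFP in 1% FBS DMEM, stimulated with 500 pg/mL TGF-beta after compound addition. %Activity was normalised to no-cell wells (complete cell-killing) and DMSO (no toxicity), and curves were fitted and classified.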
# EPAC2 ag: activates human EPAC2 exchange factor; EPAC2 activation, biochemical qHTS; response scale: 100% = 6.5 mM cAMP response; Potency, µM (titrated, usually from 154 µM), for inactives: at the top dose activation, actives largely listed as activators; AID 720711; 360,000 tested, 0.079% active; further: potency means the concentration at half of the fitted maximal effect; nearly all actives have a fitted effect of over 50% in size
# Target sequence (Q8WZA2 whole entry, looked up): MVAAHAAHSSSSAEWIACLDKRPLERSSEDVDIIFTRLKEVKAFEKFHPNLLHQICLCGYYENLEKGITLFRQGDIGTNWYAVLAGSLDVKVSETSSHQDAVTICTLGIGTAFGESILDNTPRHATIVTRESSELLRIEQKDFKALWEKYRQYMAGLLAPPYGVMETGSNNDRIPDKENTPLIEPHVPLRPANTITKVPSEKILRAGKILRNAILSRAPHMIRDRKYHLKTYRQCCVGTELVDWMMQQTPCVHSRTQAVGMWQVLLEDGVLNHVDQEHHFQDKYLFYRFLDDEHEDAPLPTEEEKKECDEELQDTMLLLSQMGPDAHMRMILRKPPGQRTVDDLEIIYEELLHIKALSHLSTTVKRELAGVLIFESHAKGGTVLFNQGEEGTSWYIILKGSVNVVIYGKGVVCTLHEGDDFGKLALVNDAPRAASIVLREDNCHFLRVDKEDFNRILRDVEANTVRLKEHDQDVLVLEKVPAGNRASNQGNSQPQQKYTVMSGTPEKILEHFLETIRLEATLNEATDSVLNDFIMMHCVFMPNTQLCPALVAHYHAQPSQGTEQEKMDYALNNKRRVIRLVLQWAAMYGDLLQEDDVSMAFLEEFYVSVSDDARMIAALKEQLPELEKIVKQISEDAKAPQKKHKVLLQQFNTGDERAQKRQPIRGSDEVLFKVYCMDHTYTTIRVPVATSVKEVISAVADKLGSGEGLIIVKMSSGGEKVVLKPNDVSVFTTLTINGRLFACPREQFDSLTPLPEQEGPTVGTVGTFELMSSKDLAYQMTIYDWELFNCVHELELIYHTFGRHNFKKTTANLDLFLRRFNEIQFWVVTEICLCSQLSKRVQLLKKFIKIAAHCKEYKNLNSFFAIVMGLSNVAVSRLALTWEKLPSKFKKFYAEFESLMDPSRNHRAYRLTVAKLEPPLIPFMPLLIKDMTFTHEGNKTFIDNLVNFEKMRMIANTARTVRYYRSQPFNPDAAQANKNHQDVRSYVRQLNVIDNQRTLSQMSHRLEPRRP
#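 Fluorescence exchange assay: 100 nM EPAC2 with 250 nM RAP1B-BODIPY-GDP and 50 uM GDP; compounds tested as a concentration-titration series (qHTS). Loss of Rap1-bound BODIPY-GDP fluorescence read at 480/540 nm; data normalized to 6.5 mM cAMP.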
# ATXN viability: viability counter-screen for ATXN expression inhibitors | 400,000 tested, 0.49% active | S2 cells (HEK-293 line with an ATXN2-luciferase reporter) viability, CellTiter-Fluor protease fluorescence, 24 h | AID 651635 | Potency, µM (titrated, usually from 56.7 µM), usual class: cytotoxic; further: potency means the concentration at half of the fitted maximal effect; nearly all actives have a fitted effect of over 40% in size
# Nrf2 block: blocks Nrf2 signaling; A549 ARE-Fluc reporter, luciferase luminescence, 18-24 h; Potency, µM (titrated, usually from 46 µM), for inactives: at the highest dose activity change, negative = inhibition, actives largely listed as inhibitors; 360,000 tested, 2.1% active; AID 504444; further: potency means the concentration at half of the fitted maximal effect; on the % scale 0 is the no-effect control and ±100 the full control effect; nearly all actives have a fitted effect of over 60% in size
#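 Reporter: ARE-Fluc in A549. Exposure: 18-24 h, 37 °C, 5% CO2, 5% FBS OPTI-MEM. Readouts: fluorescent cytotoxicity (CellTiter-Fluor), then luminescent Nrf2 signal after BugLite.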
# TGFb SMAD3 inh: blocks TGF-b signaling | Potency, µM (highest dose often 46.1 µM), for inactives: at the top dose activity, negative = inhibition, usual class: inhibitors | HepG2 CAGA-GFP TGF-b/SMAD3 reporter, GFP fluorescence, 18 h; TGF-beta stimulated, 500 pg/mL final | 410,000 tested, 1.2% active; further: potency means the concentration at half of the fitted maximal effect; on the % scale 0 is the no-effect control and ±100 the full control effect; nearly all actives have a fitted effect of over 65% in size
#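 TGF-beta reporter screen: HEPG2 CAGA-GFP, 1% FBS, 500 pg/mL TGF-beta final, 18 h; per-cell GFP summed per well; curves fitted and categorized by class.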
# ATXN2 expr inh: reduces ATXN2 reporter expression in HEK-293 cells; AID 1745845; Potency, µM (top dose mostly 57 µM), for inactives: at the top dose activity change, negative = inhibition, actives largely listed as inhibitors; 360,000 tested, 0.72% active; HEK-293 ATXN2-luciferase reporter, luminescence, 24 h; further: potency means the concentration at half of the fitted maximal effect; on the % scale 0 is the no-effect control and ±100 the full control effect; nearly all actives have a fitted effect of over 55% in size
#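 qHTS (up to 57 uM final) was run with 24 h compound exposure of reporter cells at 37 °C. Each well was multiplexed: SteadyGlo luminescence measured ATXN2-luciferase expression after a fluorogenic Gly-Phe-AFC viability readout (25 uM final).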
# Nrf2 ARE act: Nrf2 pathway activation; AREc32 ARE-luciferase reporter (MCF7-derived line), luminescence, 24 h; Potency, µM (doses to about 46.1 µM), inactives show top-dose activation, hits mostly activators; 410,000 tested, 0.31% active; further: potency means the concentration at half of the fitted maximal effect; % of control where 0% means no effect; nearly all actives have a fitted effect of over 65% in size
#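 Nrf2 activation is followed as ARE-luciferase induction in the AREc32 line after one day of compound treatment; luminescence is read with Steady-Glo.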
# IL-2 act: activators of IL-2; IL-2 activation reporter assay, cell-based qHTS; stimulated with anti-CD3/CD4/CD28 beads; in transgenic mouse T cells; activation, % (series mostly up to about 46 µM); 360,000 tested, 0.065% active; AID 652025; in the data active means activation above about 50%; inconclusive means mostly about 30% to 49%; further: 0% is about no effect
#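 Quantitative HTS in unstimulated transgenic mouse T cells, with memory T cells as non-tolerant control and PMA/ionomycin as tolerance-bypass control. Compound pretreatment lasted 60 minutes before 18 h bead stimulation; EGFP/DsRed fluorescence read.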
# A549 tox: kills or reduces viability of A549 cells in Nrf2 counter-screen; A549 ARE-Fluc cells, CellTiter-Fluor viability, 18-24 h; Potency, µM (top dose mostly 46 µM), inactives show at the highest dose activity change, negative = cytotoxicity, most hits filed as inhibitors; 390,000 tested, 0.16% active; AID 504648; further: potency means the concentration at half of the fitted maximal effect; on the % scale 0 is the no-effect control and ±100 the full control effect
#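 Cytotoxicity counterscreen: CellTiter-Fluor fluorescence was measured in A549 ARE_Fluc cells after 18-24 h of compound exposure in a concentration series. The subsequent BugLite luminescent read reports ARE-luciferase activity.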
# Starred values were filed as active, the others as inactive; i = inactive; ? = inconclusive; . = no result given; & = joins results of further samples; [ ] = dose if it differs, or a comment. Unless noted, the call rests on the fitted dose curve; in most records, active means well fitted curve in the direction sought with a large enough effect; inconclusive means small, poorly fitted or top-dose-only effect, or another doubt; inactive means no such curve, though single readings can be large; an effect the other way counts as inactive or inconclusive.
SMILES,HepG2 tox,EPAC2 ag,ATXN viability,Nrf2 block,TGFb SMAD3 inh,ATXN2 expr inh,Nrf2 ARE act,IL-2 act,A549 tox
O=C(c1ccc(Cl)c(S(=O)(=O)N2CCOCC2)c1)N1CCOCC1,-8%,9%,i,-14%,0%,9%,2.2%,-1.8,-2%
CCOc1ncccc1C(=O)OCC(=O)N1CCC(C)CC1,-15%,8%,i,3%,0%,11%,2.6%,1.4,-2%
Nc1cccc2c1C(=O)N(C(=O)c1ccc(Cl)c(S(=O)(=O)N3CCCCCC3)c1)C2=O,-8%,-2%,.,-6%,5%,-9%,2.2%,-2.4,?
NC(COCc1ccccc1)c1csc(Nc2cc(Oc3ccccc3)ncn2)n1 (stereo not given),-101%,7%,?,.,?,?,0.5%,-0.6,.
CCOC(=O)C(c1ccccc1)C(Nc1ccc(Cl)c(Cl)c1)c1ccccn1 (stereo not given),11%,8%,i,7%,-17%,-3%,-0.5%,0.6,-11%
CCOc1ccc(NC(=O)CCn2c(=O)[nH]c3ccsc3c2=O)cc1,3%,9%,i,?,0%,-32%,0.0%,-1.3,6%
O=c1cc[nH]c2c(Cl)cccc12,-1%,-1%,i,0%,-12%,.,0.0%,0.1,-9%
CC(=O)c1ccc(N2CCCCCC2)c(F)c1,0%,0%,i,.,9%,22%,0.2%,-1.4,-4%
Cc1ccc(C)c(N2CCN(C(=O)c3ccc4c(c3)c(C)c(C)n4C)CC2)c1,-16%&-25%,14%,i,?,?,-20%,-1.6%&0.2%,-1.3,7%&-12%
COc1ccc(NC(=O)Nc2nc3c(s2)CCCC3)cc1,-7%,-14%,?,?,0%,51%[activator],4.2%,-1.3,-10%
CN(C)c1cccc2cccc(N(C)C)c12,-13%,6%,i,3%,-5%,3%,0.3%,-0.6,3%
COc1ccc2c(c1OC)CN1CCc3cc4c(cc3[C@@H]1[C@@H]2O)OCO4,-20%,4%,i,6%,20%,2%,0.8%,-2.5,-2%
COCC(C)n1c(C)cc(C(=O)COC(=O)c2cc(=O)[nH]c3ccccc23)c1C (stereo not given),-23%,-2%,i,?,-3%,8%,-0.7%,-4.7,3%
Cc1ccc(/C=N/NC(=O)c2ccc(-n3cnnn3)cc2)cc1,1%,-1%,i,-3%,-5%,3%,0.1%,-1.4,-5%
CCOC(=O)c1sc(-c2ccc(OC)cc2)cc1NC(C)=O,1%,-2%,?,?,5%,.,3.5%,0.5,?
COc1ccc(OC)c(NC(=O)CSc2ncccc2C(=O)O)c1,4%,-7%,i,-13%,-3%,8%,-0.9%,1.3,0%
O=S(=O)(Nc1ccc(Nc2ccccc2)cc1)c1ccc(F)cc1,-12%,26%,i,18%,?,13%,-0.3%,0.1,-5%
Cc1cc(=O)oc2cc(NC(=O)c3ccc(OC(F)F)cc3)ccc12,-1%,9%,?,11%,17%,?,0.2%,0.3,4%
O=C(NCCCn1ccnc1)/C(=C/c1ccco1)NC(=O)c1cccs1,-2%,7%,i,23%,-3%,-18%,0.9%,-0.4,5%
CCC[C@@H](CN1CCC[C@H]1CN1C(N)=NC[C@@H]1Cc1ccccc1)N1C[C@@H]([C@H](C)CC)N(CCCC2CCCC2)C1=N,-63%,-7%,?,-20%,?,?,-3.0%,-0.8,-4%
CCNC(=O)C(=O)NCC1CCCN1S(=O)(=O)c1cccs1 (stereo not given),2%,-9%,i,14%,22%,-1%,-0.3%,-1.2,0%
CC(=O)Nc1ccc2c(COC(=O)CC3Sc4ccccc4NC3=O)cc(=O)oc2c1 (stereo not given),-7%,0%,i,-1%,4%,37%[activator],3.3%,6.3,3%
CCc1ccc(NC(=O)C2CCN(c3nn4c(=O)cc(C)nc4s3)CC2)cc1,-1%,.,i,3%,?,-26%,-0.7%,.,9%
CC1CCN(CC(=O)Nc2ccc(C(=O)N3CCCCC3)cc2)CC1,-7%,12%,i,-5%,-13%,-33%,0.1%,-0.3,22%
NS(=O)(=O)c1ccc(N=Nc2ccc(O)c3ncccc23)cc1,6.3µM*,-23%,10µM*,2%,8.9µM*,.,-1.0%,-2.8,-26%
# The listing continues.
SMILES,HepG2 tox,EPAC2 ag,ATXN viability,Nrf2 block,TGFb SMAD3 inh,ATXN2 expr inh,Nrf2 ARE act,IL-2 act,A549 tox
CC(=O)c1cc2c(cc1NC(=O)Nc1cccc(Cl)c1)OCCO2,8%,1%,i,.,-6%,16%,5.3%,0.6,6%
CCCCn1c(N)c(N(CC(C)C)C(=O)CSc2nnc(C)n2-c2ccccc2)c(=O)[nH]c1=O,8%,-2%,i,-13%,-2%,6%,-0.2%,0.1,3%
COc1ccc(Cl)cc1NC(=O)C(C)Sc1nc2c(c(=O)[nH]1)CCCC2 (stereo not given),-11%,.,i,19%,3%,16%,0.8%,.,9%
CCN(C(=O)c1ccco1)c1nc(-c2ccc(OC)cc2)cs1,4%,17%,.,18%,-1%,.,3.0%,0.6,26%
c1ccc2sc(N3CCN(Cc4nnnn4CC4CCCO4)CC3)nc2c1 (stereo not given),-61%,5%,i,.,-1%,3%,2.3%,-3.2,-1%
O=C1NC[C@H](CCCCN2C[C@H](Cc3ccc(O)cc3)N(CCc3ccc(O)cc3)C(=O)C2=O)N(CCc2ccc(O)cc2)C1=O,.,12%,i,.,.,6%,-0.7%,0.9,.
O=C(NC1CCc2ccccc21)C12CN(Cc3ccccc3)CC1C(c1cccc([N+](=O)[O-])c1)=NO2 (stereo not given),1%,0%,i,11%,-7%,10%,8.9%,-0.5,1%
Cc1ccc(C(=O)O/N=C(\N)Cc2ccc([N+](=O)[O-])cc2)c(Cl)c1,-26%,14%,i,?,-17%,.,16%,-1.1,?
CCN1CNC(=S)N(CCc2ccccc2)C1,-1%,-1%,i,-6%,7%,-12%,-1.8%,-0.3,3%
COc1ccc(-n2c(=O)c3c4c(sc3n(Cc3ccc(C(C)(C)C)cc3)c2=O)CCC4)c(OC)c1,-7%,.,i,-4%[9.27 µM],-3%,-3%,-0.9%,.,1%
OC(c1nc2ccccc2[nH]1)C(O)C(O)C(O)c1nc2ccccc2[nH]1 (stereo not given),1%,7%,i,7%,-7%,1%,0.5%,0.7,-8%
CC(C)(C)c1cc(CN2CCCC(O)C2)c(O)c(C(C)(C)C)c1 (stereo not given),-108%,-22%,i,.,?,0%,-0.3%,-3.6,?
COc1cccc(-c2ccc(SCC(=O)NCCc3ccccc3)nn2)c1,-17%,-2%,i,0%,33%,11%,12%,1.7,-13%
O=[N+]([O-])c1ccc(CSc2nc3ccccc3o2)cc1,-10%,15%,i,?,-4%,71%[activator],1.6%,-1.1,6%
CCc1ccc(CN2CCc3nc(Nc4ccccc4)ncc3C2)cc1,-31%,.,i,.,?,-20%,-0.9%,.,-4%
CC(C)COC(=O)N(C)c1ccc(C(O)(C(F)(F)F)C(F)(F)F)cc1,-41%,-27%,i,.,?,5%,2.7%,-3.9,?
CC(C)c1ccccc1NC(=O)CN1C(=O)c2cccc3cccc1c23,-15%,.,.,-14%,-26%,-5%,0.5%,.,1%
CC1CN(C(=O)C2CC2)C(C)CN1C(=O)C1CC1 (stereo not given),10%,3%,i,-2%,-15%,-5%,-0.6%,-2.9,-5%
O=C(c1ccc(S(=O)(=O)Cc2ccccc2F)c([N+](=O)[O-])c1)N1CCCCCC1,1%,4%,i,?,?,-20%,?,-5.7,?
O=C(c1ccccc1)N(Cc1cccs1)C1CCS(=O)(=O)C1 (stereo not given),1%,8%,i,-15%,0%,7%,0.0%,1.2,-8%
COc1ccc(-c2noc(CSc3nnc(C)n3-c3cccc(C)c3)n2)cc1,-16%,.,i,?,-19%,-16%,5.6%,.,-7%
COc1ccc(C)cc1NC(=O)c1ccccc1NS(=O)(=O)c1cccc2cccnc12,5%,-1%,i,0%,2%,20%,2.0%,-0.5,-2%
Cc1ccc2nc(-c3ccncc3)c(Nc3ccc(C(C)C)cc3)n2c1,-24%,.,?,3%,1%,0%,1.1%,.,-1%
C/C=C/Cn1cccc(C(=O)Nc2ccc(OC)cc2)c1=O,1%,6%,i,3%,?,-5%,2.6%,-5.0,4%
Cc1ccc(N(CC(=O)NCC2CCCO2)C(=O)CCC(=O)Nc2cc(C)on2)cc1 (stereo not given),-49%,3%,i,7%,-6%,-2%,0.1%,-0.8,-11%
Cc1ccccc1OCC(=O)Nc1ccc(S(=O)(=O)Nc2ncccn2)cc1,-1%,.,i,-4%,-2%,-9%,0.2%,.,4%
CCOC(=O)c1c(C)c(C(=O)NCCc2ccc(OC)cc2)c(C)n1C,1%,.,i,-7%,-2%,-6%,0.6%,.,3%

# A different layout for part of the listing above.
# Second line of a record: HepG2 tox | EPAC2 ag | ATXN viability | Nrf2 block | TGFb SMAD3 inh | ATXN2 expr inh | Nrf2 ARE act | IL-2 act | A549 tox
CC(C)(C)c1cc(CN2CCCC(O)C2)c(O)c(C(C)(C)C)c1 (stereo not given)
  -108% | -22% | i | . | ? | 0% | -0.3% | -3.6 | ?
Cc1ccc(N(CC(=O)NCC2CCCO2)C(=O)CCC(=O)Nc2cc(C)on2)cc1 (stereo not given)
  -49% | 3% | i | 7% | -6% | -2% | 0.1% | -0.8 | -11%
COc1cccc(-c2ccc(SCC(=O)NCCc3ccccc3)nn2)c1
  -17% | -2% | i | 0% | 33% | 11% | 12% | 1.7 | -13%
OC(c1nc2ccccc2[nH]1)C(O)C(O)C(O)c1nc2ccccc2[nH]1 (stereo not given)
  1% | 7% | i | 7% | -7% | 1% | 0.5% | 0.7 | -8%
CC(C)c1ccccc1NC(=O)CN1C(=O)c2cccc3cccc1c23
  -15% | . | . | -14% | -26% | -5% | 0.5% | . | 1%

# Screening data: PubChem, National Center for Advancing Translational Sciences (NCATS)
